High-throughput results from PubChem BioAssay.
Autophagy HCS = alters autophagy in cells | actives 0.98% (n = 190,000) | MEF GFP-LC3 puncta imaging; test concentration mostly 10 µM | AID 463193 | calls only at 10 µM (by protocol);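 active means percentage of spot-positive cells more than 3 SD above its plate mean, without a fluorescence outlier flag or 80% toxicity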;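 further: spot-positive cell cutoff set from DMSO-treated cells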
XIAP displacement = XIAP antagonists, biochemical, IAP family, fluorescence polarization (AID 1018) | one-dose displacement, % at 20 µM; IC50 in µM for titrated hits | XIAP BIR domain, fluorescence polarization peptide displacement; higher % means a stronger effect | actives 0.007% (n = 200,000); in the data active means displacement above about 50%; further: a part of the inactive calls stands beside numbers as strong as those of hits
Hep lipid drop = hepatic lipid droplet formation modulation. AML12 mouse hepatocytes, oleate lipid droplets, BODIPY imaging. inhibition, % at 6.5 µM. actives 0.4% (n = 240,000). AID 1656;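 active means lipid droplet intensity inhibited by at least 50%, with more than 500 cells counted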
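Test system: AML12 mouse liver cells; schedule: overnight exposure; technique: high-content imaging of BODIPY-stained droplets and DAPI nuclei; read-out: % inhibition of corrected integrated BODIPY droplet signal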
MT stabilize HCS = stabilizes microtubules in HeLa cells. HeLa tubulin immunostaining HCS, 24 h; share of cells brighter than vehicle mean+2SD. actives 0.83% (n = 200,000). % tubulin-high responders, % at 10 µM;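 active means plate Z-score above 3 for both tubulin-high and condensed-nucleus cell shares, with cell loss under 80%, at 10 µM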;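 further: anti alpha tubulin signal scored within the nucleus-defined area of each cell; some results filed as inactive read as strong as hits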
b-catenin transl = beta-catenin nuclear translocation modulation; HeLa beta-catenin nuclear translocation, immunofluorescence imaging; nuclear translocation activity, % at 5 µM; actives 0.3% (n = 190,000); AID 1665;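 active means nuclear translocation activity above 50% at 5 µM, with a well cell count of 50 or more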;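 further: per-cell ratio of nuclear to cytoplasmic median beta-catenin stain intensity; plate controls were DMSO negative control for no effect and GSK-3 inhibitor IX positive control for full effect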
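Test system: human HeLa cells, native beta-catenin. Compound dosing: 5 µM primary single dose, 0.1% DMSO, 0.02–20 µM confirmation series. Incubation: compound exposure 24 h at 37°C. Detection: beta-catenin immunostaining with DAPI counterstain, 20x imaging, 6 fields/well. Read-out basis: Nuclear/cytoplasmic beta-catenin signal ratio, % activation.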
ER stress rescue = rescue of cells from ER stress-induced death, primary screen, 384-well, CSM14.1, thapsigargin, ATP luminescence (AID 1222) | one-dose cellular ATP content (survival), % at 20 µM; EC50 in µM for titrated hits | CSM14.1 thapsigargin-induced death rescue, ATP luminescence; higher % means a stronger effect | 190,000 tested, under 10 active;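 active means EC50 below 50 µM in the dose-response confirmation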;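 further: death triggered by thapsigargin at about 15 µM added after 2 h compound pretreatment; cell ATP read after overnight thapsigargin exposure of roughly 18 to 22 hours; normalized against plate controls of thapsigargin alone and 5% DMSO vehicle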
Insulin prom up = MIN6 insulin promoter up-regulation; MIN6 insulin promoter-GFP reporter, high-content imaging; active compounds read high; z-score at 5 µM; actives 0.3% (n = 190,000); AID 1625;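 active means z-score above 3 at 5 µM with at least 500 cells counted in the well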
Dynein transport = dynein cargo transport inhibition; 3617.4 mouse cells, GR-EGFP nuclear translocation imaging; test concentration mostly 20 µM; stimulated with dexamethasone, 1 µM; active compounds read low; z-score, hits read low; actives 0.47% (n = 220,000); AID 1381;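 active means plate z-score of nuclear minus cytoplasmic receptor signal below a set negative limit, without overly bright fluorescence or cell loss, cut at about -3.5 in these data, passing the limit was not always enough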;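 further: z-score of nuclear minus cytoplasmic ring GR-EGFP intensity difference per well; some compounds called inactive have numbers as strong as hits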
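Buffer or medium – tet-free medium with charcoal-stripped serum · Signal – automated 10x imaging of fixed Hoechst-stained cells · Also added – dexamethasone agonist, 1.0 µM final, for 30 min · Incubation – induction 48 h, compound 1 h, agonist 30 min · Read-out – GR-EGFP nuclear translocation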
WT yeast gro inh = growth inhibition of WT yeast, mitochondrial fusion screen; actives 2.1% (n = 190,000); inhibition, % at 10 µM; mitochondrial fusion phenotypic screen, WT strain; in the data active means inhibition above about 58%; tested in S. cerevisiae
WT yeast gro inh mutant strain = further read-out of WT yeast gro inh, marked with its call; inhibition, %; mitochondrial fusion phenotypic screen, mutant strain inhibition
Dynein transport cytoplasmic EGFP = also measured in Dynein transport; calls as there; z-score; measured here: cytoplasmic GR-EGFP intensity; active compounds read high
Dynein transport nuclear GR-EGFP = second read-out of Dynein transport, no call of its own (marks repeat the call); z-score; measured here: nuclear GR-EGFP intensity;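 lower value marks the stronger effect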
Dynein transport cell count = recorded beside Dynein transport, whose call it bears; z-score; measured here: cell count per field
Insulin prom up cell count = also measured in Insulin prom up; calls as there; cell count; measured here: cytotoxicity, nuclei count;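 total cells summed across four imaged fields per well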
Hep lipid drop cells 6.5 µM = further read-out of Hep lipid drop, marked with its call; cell count; measured here: cell count, cytotoxicity flag;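 cells counted across two imaged fields per well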
b-catenin transl cell count 5 µM = also measured in b-catenin transl; calls as there; cell count; measured here: cell count, cytotoxicity flag
MT stabilize HCS Hoechst-high % = recorded beside MT stabilize HCS, whose call it bears; % Hoechst-high responders; measured here: nuclear condensation Hoechst responders;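 share of cells brighter than vehicle mean plus two SD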
MT stabilize HCS cytotoxicity % = second read-out of MT stabilize HCS, no call of its own (marks repeat the call); toxicity, %; measured here: cytotoxicity by cell density;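 0% = mean cell density of plate MIN control wells and 100% = no cells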
Autophagy HCS cell loss 18 h = further read-out of Autophagy HCS, marked with its call; toxicity, %; measured here: cell loss, nuclei count;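 cell loss after 18 h compound exposure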
* = called active by the depositor; i = inactive; / = no result given. No enrichment for hits; overall some 4% were active at least once.

Order of results: Dynein transport nuclear GR-EGFP | Dynein transport | XIAP displacement | Hep lipid drop | Dynein transport cytoplasmic EGFP | MT stabilize HCS | b-catenin transl | MT stabilize HCS cytotoxicity % | Autophagy HCS | Autophagy HCS cell loss 18 h | MT stabilize HCS Hoechst-high % | Dynein transport cell count | WT yeast gro inh | Hep lipid drop cells 6.5 µM | WT yeast gro inh mutant strain | ER stress rescue | b-catenin transl cell count 5 µM | Insulin prom up | Insulin prom up cell count
Cc1cc(C)c2[nH]c(=O)c(CN(Cc3nnnn3C3CCCC3)C3CCCCC3)cc2c1
  -0.12 | -0.75 | -1.1% | / | -0.19 | 5.4 | -3.9 | 12 | i | 14 | 2.9 | -0.22 | 13 | / | -14 | 0.7% | 938 | 0.36 | 1161
Oc1ccc(-c2nc3ccccn3c2NCc2ccc3c(c2)OCO3)cc1
  -0.065 | -0.35 | -4.0% | / | -0.27 | 5.1 | 1.9 | 5.8 | i | 4 | 3.6 | 0.025 | 7 | / | 3 | 0.6% | 727 | 0.06 | 979
C[C@H](CO)NC(=O)[C@@H]1C[C@H]1[C@@H](NP(=O)(c1ccccc1)c1ccccc1)c1ccccc1
  0.16 | -0.79 | -9.0% | -28 | -0.28 | 3.6 | / | 6.8 | i | 8 | 3.3 | 0.34 | 6 | 765 | 5 | 0.0% | / | 0.14 | 1225
Cc1noc(C)c1C(=O)NCc1cccs1
  0.33 | 0.014 | -11% | 6 | -0.22 | 1.0 | / | 2.0 | i | 0 | 1.2 | -0.32 | 23 | 594 | 22 | / | / | / | /
Cc1ccc(Nc2c3c(nc4ncnn24)CCC3)cc1
  0.0032 | -0.029 | 0.4% | -5 | -0.26 | 4.5 | / | 7.1 | i | 4 | 4.6 | 2.6 | 6 | 751 | 24 | 2.8% | / | -0.03 | 858
COc1cc2cc(CN(Cc3cccs3)C(=S)Nc3ccc(C)cc3)c(=O)[nH]c2cc1OC
  1 | 2.6 | -12% | 3 | -0.23 | 3.8 | 2.2 | 6.9 | i | 6 | 3.9 | -1.4 | 5 | 456 | -24 | -2.0% | 906 | / | /
CC(=O)N1CCN(c2ccc(NC(=O)c3cccc(OCc4ccccc4)c3)cc2)CC1
  -0.35 | -1 | -3.0% | / | -0.27 | 2.7 | 1.3 | 6.7 | i | -3 | 3.2 | 0.59 | 9 | / | 23 | 0.7% | 812 | -0.23 | 1361
O=C(Nc1ccc(S(=O)(=O)Nc2ncccn2)cc1)C1COc2ccccc2O1 (stereo not drawn)
  -0.81 | -1.7 | -8.8% | 49 | 0.026 | 3.9 | -3.2 | 10 | i | 4 | 1.9 | 1.7 | -12 | 701 | -9 | 0.1% | 1095 | -0.52 | 1578
O=C(c1ccccc1Sc1cccc2ccccc12)N1CCOCC1
  0.19 | -0.32 | -0.4% | -42 | -0.27 | 5.1 | -2.8 | 4.8 | i | -11 | 1.5 | -0.6 | -9 | 674 | -14 | -2.6% | 541 | / | /
CCOc1cccc(/C=C/c2cc(C(=O)O)c3ccccc3n2)c1OC
  0.15 | 0.46 | / | 10 | -0.22 | / | -0.3 | / | / | / | / | -0.62 | / | 703 | / | / | 1309 | -0.11 | 971
O=C(O)CCC(=O)Nc1cccc(C(=O)Nc2ccc(Br)cc2)c1
  0.0069 | 0.31 | -4.5% | -4 | -0.36 | 3.1 | -1.3 | 4.0 | i | 1 | 3.6 | -0.43 | 5 | 630 | 1 | -1.9% | 986 | -0.15 | 1589
O=C(NC(=S)Nc1ccc(N2CCN(C(=O)c3ccccc3)CC2)cc1)c1cccs1
  1.1 | 0.81 | -0.4% | 22 | -0.29 | 5.4 | -2.2 | 6.2 | i | 20 | 3.1 | -0.59 | 33 | 805 | 31 | -0.3% | 1081 | -1.6 | 1315
N/C(=N\c1nc2c(c(=O)[nH]1)CCCC2)Nc1ccccc1Sc1ccccc1
  0.52 | 0.25 | -3.2% | -1 | -0.038 | 1.5 | / | 6.1 | i | 7 | 1.9 | -0.32 | -7 | 703 | 7 | -0.3% | / | -1.4 | 903
N#Cc1ccc(N2CCOCC2)c([N+](=O)[O-])c1
  -0.71 | -1 | -2.4% | 10 | -0.18 | 1.3 | -5.9 | 0.2 | i | 14 | 1.8 | 0.64 | 4 | 689 | -4 | -1.0% | 990 | -0.31 | 1325
CCOc1ccc(/C=C2/SC(=S)N(C(C(=O)O)c3ccccc3)C2=O)cc1OCC (stereo not drawn)
  0.19 | 0.17 | -10% | -13 | 0.057 | 1.8 | 0.9 | 11 | i | 22 | 1.1 | 0.055 | -3 | 706 | 8 | -1.7% | 1033 | 0.15 | 1068
O=C(CCSc1nccn1Cc1ccccc1)N1CCOCC1
  0.013 | -0.76 | -1.7% | -2 | -0.21 | 1.5 | -0.3 | 27 | i | 4 | 2.0 | -0.097 | 4 | 691 | 19 | -3.0% | 1086 | -0.05 | 1756
CC(C)CC(c1nnnn1C(C)(C)C)N1CCN(Cc2ccccc2)CC1 (stereo not drawn)
  0.1 | -0.051 | -2.7% | 1 | -0.24 | 2.2 | 0.6 | 8.0 | i | 23 | 3.7 | 0.37 | -6 | 655 | 3 | 3.1% | 1569 | -0.84 | 1612
O=[N+]([O-])c1ccc(NC(=S)N2CCc3ccccc3C2)cc1
  1.4 | 2.2 | 1.3% | 15 | -0.12 | 5.6 | -1.7 | 12 | i | 5 | 2.1 | -1.9 | 12 | 630 | -7 | -7.4% | 1032 | -0.66 | 1253
CC(C)CN(C(=O)COC(=O)CNC(=O)c1ccc(Cl)cc1)C1CCS(=O)(=O)C1 (stereo not drawn)
  0.43 | 0.3 | -2.3% | -8 | -0.26 | 1.2 | -4.5 | 12 | i | -17 | 2.4 | -0.15 | 0 | 670 | 5 | -0.9% | 1020 | 0.32 | 1379
COc1ccc(/C(C#N)=C/c2ccccn2)cc1
  -0.54 | -0.27 | / | 12 | -0.27 | / | 1.0 | / | / | / | / | 0.86 | / | 687 | / | / | 1302 | 0 | 1098

(listing goes on)
Order of results: Dynein transport nuclear GR-EGFP | Dynein transport | XIAP displacement | Hep lipid drop | Dynein transport cytoplasmic EGFP | MT stabilize HCS | b-catenin transl | MT stabilize HCS cytotoxicity % | Autophagy HCS | Autophagy HCS cell loss 18 h | MT stabilize HCS Hoechst-high % | Dynein transport cell count | WT yeast gro inh | Hep lipid drop cells 6.5 µM | WT yeast gro inh mutant strain | ER stress rescue | b-catenin transl cell count 5 µM | Insulin prom up | Insulin prom up cell count
Cc1ccccc1-n1c(C)cc(/C=C(\C#N)C(=O)NCC2CCCO2)c1C (stereo not drawn)
  -0.43 | -0.49 | -4.6% | -12 | -0.29 | 3.6 | -0.7 | 1.7 | i | 6 | 2.5 | 0.67 | 5 | 619 | 4 | -6.0% | 973 | / | /
C=CCSc1nnc(NC(=O)Cn2cnc3c2c(=O)n(C)c(=O)n3C)s1
  0.26 | -0.14 | -7.9% | 34 | -0.23 | 6.1 | -5.1 | 5.6 | i | 6 | 2.3 | 1.4 | 2 | 672 | -2 | -0.7% | 1072 | -0.03 | 1192
CC(C)(C)c1ccc(NC(=O)NCc2ccco2)cc1
  -0.25 | -1.1 | -5.1% | / | -0.37 | 2.8 | 3.4 | 6.0 | i | 13 | 2.6 | 0.78 | 2 | / | -12 | -0.3% | 775 | 1.1 | 1416
Cn1cc(SCC(=O)Nc2ccc3c(c2)OCCO3)c2ccccc21
  0.012 | -0.041 | -5.9% | -4 | -0.22 | 1.7 | -1.1 | 7.1 | i | -11 | 3.7 | -0.012 | -20 | 678 | -7 | / | 1140 | -0.74 | 1865
Nc1c(NCc2ccccc2F)c(=O)[nH]c(=O)n1Cc1ccccc1
  0.92 | 0.91 | -3.3% | -6 | -0.16 | 1.2 | -0.7 | 4.0 | i | 0 | 1.5 | -0.18 | -4 | 766 | -8 | 0.5% | 1207 | -1.2 | 1267
O=C(Nc1cc(SCCO)cc([N+](=O)[O-])c1)c1ccco1
  -0.59 | -0.93 | -3.6% | 2 | -0.29 | 3.2 | -5.7 | 5.9 | i | 1 | 2.8 | 0.37 | -4 | 677 | -10 | -1.2% | 598 | -0.25 | 1338
Cc1ccc(-n2ccnc2SCC(=O)O)c(C)c1
  0.63 | 0.43 | -3.8% | 6 | -0.21 | 3.0 | 1.5 | 8.3 | i | -4 | 1.1 | -0.48 | -1 | 782 | -2 | 3.4% | 953 | 1.4 | 892
CCN(CC)CCCNC(=O)c1ccccc1C
  -0.47 | -1.4 | -15% | / | -0.33 | 4.8 | 0.2 | 4.0 | i | 4 | 4.3 | 0.92 | -8 | / | -33 | 3.5% | 1028 | -0.04 | 1195
O=C(c1ccco1)N1CCN(S(=O)(=O)c2cccc([N+](=O)[O-])c2)CC1
  0.046 | -0.39 | -5.3% | -4 | 0.68 | 3.1 | -2.9 | 5.3 | i | -3 | 2.4 | 0.46 | 2 | 698 | 2 | 1.4% | 1030 | / | /
CC(=O)c1ccc(NC(=O)C2CCCN2S(=O)(=O)c2cccc3cccnc23)cc1 (stereo not drawn)
  -0.37 | -0.8 | -3.0% | / | -0.31 | 1.7 | / | 9.1 | i | 0 | 4.8 | 0.89 | 8 | / | 2 | 0.9% | / | -1 | 813
CCOC(=O)c1c(NC(=O)COc2ncnc3sccc23)sc2c1CCC2
  -0.07 | -0.41 | -1.2% | / | -0.13 | 1.7 | -0.9 | 3.7 | i | 6 | 2.1 | 0.5 | 11 | / | 12 | -0.3% | 1198 | 0.25 | 1312
